MmCpn inh: inhibitors of Methanococcus maripaludis chaperonin (MmCpn); AID 504842; hit rate 0.031% among 330,000; Potency, µM (titrated, usually from 76.9 µM), for inactives: at the highest dose activity, negative = inhibition, hits mostly inhibitors; purified Mm-Cpn ATPase, ADP Transcreener TR-FRET; further: potency means the concentration at half of the fitted maximal effect; on the % scale 0 is the no-effect control and ±100 the full control effect; nearly all actives have a fitted effect of over 80% in size
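Eu-cryptate anti-ADP/ADP-d2 competition gives a ratio inversely related to ADP. Enzyme at 25 nM was pre-exposed to compound for 10 min, then given 10 uM ATP for 30 min, 37°C throughout.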
HepG2 tox: counter-screen for TGF-b inhibitors: cytotoxicity in HepG2 cells; Potency, µM (series often up to 46.1 µM), without a hit: at the top dose activity change, negative = cytotoxicity, usual class: cytotoxic; HepG2 CAGA-GFP viability, ATP luminescence, 18 h; hit rate 0.76% among 410,000; AID 588856; further: potency means the concentration at half of the fitted maximal effect; some results filed as inactive show a strong effect at the top dose
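HepG2 CAGA-GFP cells (1000/well, DMEM with 1% FBS) received compound, then TGF-beta at 500 pg/mL final, and were incubated 18 hours at 37 degrees C. Viability was read by CellTiter-Glo luminescence. Media-only wells were set as complete cell-killing and DMSO as no toxicity.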
Nrf2 activator: Nrf2 pathway activation; Potency, µM (highest dose often 46.1 µM), inactives show at the highest dose activation, most hits filed as activators; hit rate 0.31% among 410,000; AREc32 ARE-luciferase reporter (MCF7-derived line), luminescence, 24 h; further: potency means the concentration at half of the fitted maximal effect; % of control where 0% means no effect; nearly all actives have a fitted effect of over 65% in size
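AREc32_Fluc, 1000 cells/well, OPTI-MEM + 5% FBS, o/n 37 deg C 5% CO2; 23 nL cpd by pin tool, 24 hr; Steady-Glo 30 min RT, luminescence.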
Abeta rescue: compounds reversing amyloid beta toxicity in yeast; yeast expressing A-beta42, growth rescue, OD600, 48 h; response scale: 0% DMSO, 100% iron-clioquinol control; Potency, µM (highest dose often 46.1 µM), inactives show at the top dose growth rescue, usual class: activators; hit rate 0.063% among 410,000; AID 1347071; further: potency means the concentration at half of the fitted maximal effect; nearly all actives have a fitted effect of over 55% in size
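Yeast growth medium received pinned compounds, then yeast cells expressing toxic A-beta were added; plates incubated at 30 C for 48 hr. Growth read as absorbance at 600 nm, normalized to DMSO and equimolar FeCl3 plus clioquinol controls.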
Nrf2 block: blocks Nrf2 signaling; Potency, µM (highest dose often 46 µM), inactives show top-dose activity change, negative = inhibition, actives largely listed as inhibitors; A549 ARE-Fluc reporter, luciferase luminescence, 18-24 h; hit rate 2.1% among 360,000; AID 504444; further: potency means the concentration at half of the fitted maximal effect; on the % scale 0 is the no-effect control and ±100 the full control effect; nearly all actives have a fitted effect of over 60% in size
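Two sequential reads on A549 ARE_Fluc cells exposed to compound for 18-24 h: a CellTiter-Fluor fluorescence read for viability, then a luciferase luminescence read for Nrf2/ARE activity.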
pAkt inh: Akt phosphorylation inhibition; Neuro2A IGF-stimulated pAkt S473 HTRF, 20 min; hits give low values; activity change, % for hits at 50 µM; hit rate 0.32% among 360,000; in the data active means activity change below about -80%; inconclusive means mostly about -51% to -80%; further: on the % scale 0 is the no-effect control and ±100 the full control effect
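Neuro2A cells in DMEM with 0.5% FBS, overnight at 37 deg C, given compound at single 50 µM final, then IGF (6 nM final) for 20 min at 37 deg C. Lysed; phospho-Akt Ser473 by HTRF after 24 h, 665/615 ratio.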
A549 tox: kills or reduces viability of A549 cells in Nrf2 counter-screen; A549 ARE-Fluc cells, CellTiter-Fluor viability, 18-24 h; Potency, µM (titrated, usually from 46 µM), without a hit: top-dose activity change, negative = cytotoxicity, hits mostly inhibitors; hit rate 0.16% among 390,000; AID 504648; further: potency means the concentration at half of the fitted maximal effect; on the % scale 0 is the no-effect control and ±100 the full control effect
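Cytotoxicity counterscreen: CellTiter-Fluor fluorescence was measured in A549 ARE_Fluc cells after 18-24 h of compound exposure in a concentration series. The subsequent BugLite luminescent read reports ARE-luciferase activity.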
CCT chaperon mod: cytosolic chaperonin activity modulation | purified chaperonin ATPase assay, HTRF ADP detection, 30 min | activity change, % (test concentration not listed), hits read low | hit rate 0.3% among 360,000; in the data active means activity change below about -30%; further: on the % scale 0 is the no-effect control and ±100 the full control effect
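Nucleotide hydrolysis assay: TRiC at 20–40 nM final (set by batch activity) with 10 uM ATP, 30 min at 37 °C, in presence of 76 uM compound. Detection by competitive ADP HTRF, 30 min ambient.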
TGFb SMAD3 inh: blocks TGF-b signaling | HepG2 CAGA-GFP TGF-b/SMAD3 reporter, GFP fluorescence, 18 h; TGF-beta stimulated, 500 pg/mL final | Potency, µM (top dose mostly 46.1 µM), without a hit: top-dose activity, negative = inhibition, usual class: inhibitors | hit rate 1.2% among 410,000; further: potency means the concentration at half of the fitted maximal effect; on the % scale 0 is the no-effect control and ±100 the full control effect; nearly all actives have a fitted effect of over 65% in size
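Smad-responsive CAGA-GFP expression was quantified in HEPG2 cells exposed to compounds and 500 pg/mL final TGF-beta for 18 h at 37 degrees C; unstimulated wells defined full inhibition.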
* hit, by the source's call; i = inactive; u = inconclusive; x = not tested or not shown; & = joins results of further samples. Unless noted, the call rests on the fitted dose curve; in most records, active means well fitted curve in the direction sought with a large enough effect; inconclusive means small, poorly fitted or top-dose-only effect, or another doubt; inactive means no such curve, though single readings can be large; an effect the other way counts as inactive or inconclusive. Compounds as they come; 4.3% or so of the library scored in one or more.

Value order: A549 tox, Nrf2 activator, MmCpn inh, TGFb SMAD3 inh, CCT chaperon mod, Nrf2 block, Abeta rescue, pAkt inh, HepG2 tox
COc1cc(C)nc(N2CCCC(C(=O)Nc3cccc(Cl)c3C)C2)n1 (centres undefined)
  -5%, 0.5%, 1%, 2%, 1.5, 3%, -7%, i, 0%
O=C(COC(=O)Cn1cnc2ccccc21)NCCCc1ccccc1
  -2%, 0.4%, 2%, 10%, -2.1, 7%, 1%, i, 11%
CCCCN(CC)CCNC(=O)c1ccc2c(Cl)c3c(nc2c1)CCC3
  -9%, 9.3%, -2%, 12%, -5.8, 3%, -7%, i, -39%
O=c1c2ccccc2nc(-c2ccco2)n1/N=C/c1ccco1
  -5%, u, -1%, -11%, 0.5, 21%, 4%, i, -26%
CCOc1ccc(NC(=O)COC(=O)c2ccc3c(c2)C(=O)N(CCc2ccccc2)C3=O)cc1
  -2%, -0.4%, 2%, -1%, 2.1, 16%, 2%, i, -2%
CN(C)CCCN(C(=O)c1ccc2c(c1)CCCC2)c1nc2ccc(F)cc2s1
  -6%, -2.5%, 1%, u, 1.0, 27%, -21%, i, -117%
COc1cc2c(cc1/C=C1/NC(=O)N(c3ccccc3)C1=O)OCO2
  -1%, u, -1%, 0%, -0.5, u, 5%, i, -10%
O=C(NCCO)C1(c2ccc(Cl)cc2)CCCC1
  -2%, -0.8%, 1%, -8%, 2.3, -12%, 15%, i, 3%
COc1ccc2oc(-c3ccccc3)c(C(=O)N3CCOCC3)c2c1
  -3%, 4.1%, -4%, 4%, -2.0, x, -12%, i, 0%
CCCCn1c(N)c(N(CCC(C)C)C(=O)C2CCN(C(=O)c3ccccc3C)CC2)c(=O)[nH]c1=O
  9%, 2.1%, 4%, u, -2.0, 18%, 2%, i, 0%

Next part.
Value order: A549 tox, Nrf2 activator, MmCpn inh, TGFb SMAD3 inh, CCT chaperon mod, Nrf2 block, Abeta rescue, pAkt inh, HepG2 tox
COc1cc2ccccc2cc1C(=O)N1CCOCC1
  -2%, 0.5%, 2%, -8%, 1.6, 0%, 7%, i, 0%
CC(C)[C@H](N[C@@H](C)c1ccccc1)c1c(O)ccc2ccccc12
  3%, 0.4%, 1%, -12%, -0.2, 9%, 18%, i, -15%
Cc1ccc(C(=O)Nc2sc(Cc3ccc4c(c3)OCO4)c(C)c2C(N)=O)cc1
  -5%, -0.9%, -2%, -19%, -0.5, -8%, 10%, i, 9%
C=C1CCN([C@@H](Cc2ccccc2)C(=O)NCCCc2ccccc2)S(=O)(=O)c2ccccc21
  11%, 0.6%, x, -19%, -4.2, u, 2%, i, -15%
COc1cc2cnc(-c3ccccc3)cc2cc1OC
  -2%, u, 2%, 0%, -1.5, u, -15%, i, -19%
CCN(CC)c1ccc(C2C(C(=O)OCCOC)=C(C)NC3=C2C(=O)CC(C)(C)C3)cc1 (centres undefined)
  -5%, -0.7%, -1%, 4%, -0.2, x, -7%, i, -1%
CCCCn1nnnc1SCC(=O)N(CC)CC
  -8%, -0.6%, 0%, 0%, 0.8, 3%, 6%, i, -6%
COc1ccc(C(C)n2c(C)c3c(C)nnc(C)c3c2C)cc1 (centres undefined)
  -4%&3%, 3.2%&0.1%, -6%, -10%&-26%, -2.9, -29%, -18%&-12%, i, -40%&-11%
Cc1ccc2nc(/C(C#N)=C\c3ccc(OC(=O)c4cccs4)cc3)[nH]c2c1
  u, 2.4%, -3%, 0%, 1.4, 4.6µM*, -13%, i, -10%
C[C@H](CO)N1C[C@H](C)[C@@H](CN(C)CC2CCCCC2)Oc2c(NS(=O)(=O)c3cccs3)cccc2C1=O
  0%, -0.7%, 1%, -1%, -1.6, 5%, -8%, i, -3%

(listing goes on)
Value order: A549 tox, Nrf2 activator, MmCpn inh, TGFb SMAD3 inh, CCT chaperon mod, Nrf2 block, Abeta rescue, pAkt inh, HepG2 tox
O=C(N/N=C1\C/C(=N\NC(=O)c2ccncc2)c2ccccc21)c1ccncc1
  u, u, -3%, -16%, -1.1, 7.3µM*, -19%, i, -32%
COc1ccc(N2CCN(C(=O)c3sc4ncn(CC(=O)N5CCCCC5C)c(=O)c4c3C)CC2)cc1 (centres undefined)
  6%, -0.5%, 0%, -1%, -1.1, -22%, 2%, i, -5%
COc1ccc(F)cc1C(=O)C1CCCN(C(=O)CSc2ccccn2)C1 (centres undefined)
  -12%, 0.4%, 0%, 1%, -6.6, 1%, 2%, i, 4%
COc1ccc(C(CNC(=O)c2ccc(NS(=O)(=O)c3ccc(F)c(C)c3)cc2)N2CCCC2)cc1 (centres undefined)
  -10%, 3.4%, x, 2%, -5.0, 12%, 6%, i, 0%
Cc1ccc(Cl)cc1N1CCN(C(=O)c2ccc3c(c2)N(Cc2ccccc2F)C(=O)c2ccccc2S3(=O)=O)CC1
  -16%, -0.6%, x, -2%, x, 14%, 4%, x, -4%
Cc1ccc(NC(=O)Cc2csc(-c3ccccc3)n2)cc1F
  -1%, 2.4%, -11%, 0%, -2.9, u, 12%, i, -15%
COc1cccc(-c2cc(C(=O)Nc3ccc(F)cc3)[nH]n2)c1
  6%, 6.9%, x, 1%, x, 2.6µM*, 12%, x, -42%
COc1ccc(OCC(=O)Nc2ccc(C)c(S(=O)(=O)N(C)C)c2)cc1
  2%, 2.2%, 2%, -4%, -1.7, u, 0%, i, -7%
CCOC(=O)c1ccc(NCc2ccncc2)cc1
  3%, 2.5%, x, -11%, -2.5, u, 19%, i, 4%
C/C(N)=C(/C#N)C(=O)CSc1nnc(C)n1-c1ccccc1
  -2%, -0.3%, -2%, 7%, -4.4, 13%, u, i, 13%

Other entries follow:
Value order: A549 tox, Nrf2 activator, MmCpn inh, TGFb SMAD3 inh, CCT chaperon mod, Nrf2 block, Abeta rescue, pAkt inh, HepG2 tox
Cc1c(F)cccc1NS(=O)(=O)c1ccc(N2CCCC2=O)cc1
  0%, 0.0%, x, -24%, -4.9, 3%, -10%, i, -8%
CCN1CCN(C(=O)c2ccc3c(c2)c(C)c(C)n3Cc2ccccc2)CC1
  1%, 0.5%, -2%, 19%, 0.5, 12%, 20%, i, -20%
Fc1ccc(NC(=S)NC23CN4CN(CN(C4)C2)C3)cc1
  -8%, -0.1%, 1%, 2%, 0.5, 7%, 5%, i, 7%
O=C(C1CCN(Cc2ccccc2)CC1)N1CCN(C/C=C/c2ccccc2)CC1
  1%, -0.3%, 1%, 5%, 4.1, 2%, -1%, i, -17%
Nc1c(C(=O)C2CC2)sc2nc(-c3ccccc3)cc(C(F)(F)F)c12
  13%, 4.7%, -1%, 20%, -1.6, 10%, 5%, i, -13%
O=C(O)CCSCCCN1C(=O)c2cccc3cccc(c23)C1=O
  5%, 15%, -1%, -2%, -0.3, 0%, 0%, i, -5%
CCCCn1c(N)c(N(CCOC)C(=O)c2ccc(C)c(S(=O)(=O)N3CCCCC3)c2)c(=O)[nH]c1=O
  0%, -0.4%, 0%, 21%, -0.8, 1%, 5%, i, -7%
CCOc1ccc(NC(=O)CCN2CCN(c3ccccc3F)CC2)cc1
  -14%, -0.9%, 1%, 17%, -1.2, -17%, 17%, i, -21%
COc1ccc(/C=C/C(=O)NCc2cn(C)nc2C)cc1COc1ccc(Br)cc1
  -24%, 0.4%, 1%, -3%, 1.2, 18µM*, 20%, i, -21%
COc1ccc(NC(=S)N=Nc2c(O)[nH]c3ccccc23)cc1
  u, 18%, 3%, 6.3µM*, -2.6, 9.2µM*, 3%, i, -22%

Some of these compounds in order of molar mass, descending:
Value order: A549 tox, Nrf2 activator, MmCpn inh, TGFb SMAD3 inh, CCT chaperon mod, Nrf2 block, Abeta rescue, pAkt inh, HepG2 tox
CCCCn1c(N)c(N(CCOC)C(=O)c2ccc(C)c(S(=O)(=O)N3CCCCC3)c2)c(=O)[nH]c1=O
  0%, -0.4%, 0%, 21%, -0.8, 1%, 5%, i, -7%
COc1ccc(/C=C/C(=O)NCc2cn(C)nc2C)cc1COc1ccc(Br)cc1
  -24%, 0.4%, 1%, -3%, 1.2, 18µM*, 20%, i, -21%
CCN1CCN(C(=O)c2ccc3c(c2)c(C)c(C)n3Cc2ccccc2)CC1
  1%, 0.5%, -2%, 19%, 0.5, 12%, 20%, i, -20%
O=C(O)CCSCCCN1C(=O)c2cccc3cccc(c23)C1=O
  5%, 15%, -1%, -2%, -0.3, 0%, 0%, i, -5%
COc1ccc(NC(=S)N=Nc2c(O)[nH]c3ccccc23)cc1
  u, 18%, 3%, 6.3µM*, -2.6, 9.2µM*, 3%, i, -22%

Remaining list, next part.
Value order: A549 tox, Nrf2 activator, MmCpn inh, TGFb SMAD3 inh, CCT chaperon mod, Nrf2 block, Abeta rescue, pAkt inh, HepG2 tox
CC(=O)NCCNc1nc2cc(-c3ccsc3)sc2c(=O)n1C
  x, 37%, x, -2%, -0.2, x, 1%, x, -4%
CCCCn1c(N)c(Sc2ccccc2[N+](=O)[O-])c(=O)[nH]c1=O
  -7%, 2.3%, 0%, -1%, 0.6, 8%, 5%, i, 10%
Cc1ccc(-c2c[n+](CC(=O)Nc3ccccc3)c3n2CCC3)cc1
  5%, -0.2%, 2%, 23%, 2.8, -8%, 8%, i, -4%
COc1ccc(S(=O)(=O)N2CCCC(C(=O)NCc3cccnc3)C2)cc1OC (centres undefined)
  0%, -0.8%, -1%, -1%, -0.1, -24%, -4%, i, 1%
Cc1cn([C@H]2C[C@H](O)[C@@H](CNC(=O)[C@H](N)Cc3cscn3)O2)c(=O)[nH]c1=O
  x, -2.4%, x, 0%, -0.4, x, 10%, i, -2%

High-throughput results: PubChem, National Center for Advancing Translational Sciences (NCATS)
